PLAP inhibition: inhibition of human placental alkaline phosphatase – biochemical, luminescence, HTS (AID 690); purified PLAP, luminescent substrate; higher % means a stronger effect; inhibition, % at 20 µM; hits with a dose series show IC50 in µM; 0.08% of 96,000 active; in the data active = a potency from the dose series; inactive = the rest, 99 in 100 with inhibition below about 30%; note: strong numbers were not always called active
Bcl-B displacement: displacers of TR3 peptide from Bcl-B, primary screen, selectivity assay for Bfl-1 inhibitor project, biochemical, fluorescence polarization. 0.11% of 96,000 active. displacement, % at 20 µM, or IC50 in µM where a hit was titrated. AID 748. FP displacement of FITC-TR3 peptide from Bcl-B; higher % means a stronger effect;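 active = displacement above 50% at 20 µM plus a fluorescence interference ratio under 1.5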;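 note: plate controls were wells without compound for no effect and wells lacking Bcl-B protein for full effect; a part of the inactive calls stands beside numbers as strong as those of hits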
MRP reversal: reverses drug resistance mediated by MRP | H69AR cells + 2 uM doxorubicin, CellTiter-Glo, 72 h | differential viability (reversal), % at 10 µM | 0.04% of 85,000 active | AID 602;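 active = viability drop by adding the cancer drug above about 55%, with treated viability meeting a 40% cutoff, limit read from the data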;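 note: viability without doxorubicin minus viability with 2 µM doxorubicin for each compound; larger differential means the compound sensitizes cells more to doxorubicin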
IL1B NFkB pot: enhances IL-1B driven NFkB nuclear translocation | HUVEC IL-1B NFkB p65 nuclear translocation imaging | 0.3% of 94,000 active | AID 819 | activation, % at 2 µM;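 active = activation above 40%, about the mean plus 3 SD, also judged a hit on visual image review; inconclusive = activation above 40% but not a hit on visual review; inactive = activation not above 40% and no visual hit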;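 note: percent activation is computed from the nuclear over cytoplasmic p65 intensity ratio; values of inactives mirror those of a sister screen read the other way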
IL1B NFkB inh: blocks IL-1B driven NFkB nuclear translocation in HUVEC cells | HUVEC IL-1B NFkB p65 nuclear translocation imaging | inhibition, % at 2 µM | 0.43% of 94,000 active | AID 796;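 active = inhibition above about 30% together with a positive call from visual inspection of the well image, limit read from the data; inconclusive = inhibition above a set limit but visual check negative; inactive = inhibition not above a set limit, visual check negative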;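 note: nuclear over cytoplasmic p65 intensity ratio measured by imaging; 0% = IL-1B stimulated DMSO wells and 100% = unstimulated DMSO wells; values of inactives mirror those of a sister screen read the other way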
MRP reversal cytotoxicity: second read-out of MRP reversal, no call of its own (marks repeat the call); viability, %; H69AR cells, CellTiter-Glo, 72 h; measured here: cytotoxicity without doxorubicin
MRP reversal with doxorubicin: also measured in MRP reversal; calls as there; viability, %; measured here: viability with 2 uM doxorubicin; active compounds read low
IL1B NFkB inh cell count 2 µM: second read-out of IL1B NFkB inh, no call of its own (marks repeat the call); cell count; measured here: cells passing quality filter;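 raw number of nuclei counted in each imaged well without normalization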
IL1B NFkB pot cell count 2 µM: second read-out of IL1B NFkB pot, no call of its own (marks repeat the call); cell count; measured here: cells passing quality filter
* marks the source's active call; other numbers are inactive results; ? = inconclusive; · = not tested or not shown. Only part of the results is shown. The share of hits here may be higher or lower than overall.

(1) CCOc1ccc(NC(=O)CN(c2cccc(C(F)(F)F)c2)S(C)(=O)=O)cc1
(2) COCCNC(=O)c1nn2cccnc2c1Cl
(3) O=C(Nc1ccc(Cl)cc1F)C1CCN(S(=O)(=O)c2cccnc2)CC1
(4) CCNc1nc(NCC)nc(C(=O)OCCO)n1
(5) O=C1c2ccccc2C(Nc2ccc(S(=O)(=O)N3CCCCCC3)cc2)N1Cc1ccco1 (stereo not given)
(6) CNc1oc(C)nc1S(=O)(=O)c1ccc(C)cc1
(7) CN(c1cc(=O)n2ccccc2n1)C1CCCCC1
(8) Cn1c(=O)cc(NCc2ccccc2)[nH]c1=O
(9) CCCCNC(=O)NS(=O)(=O)c1ccc(NS(=O)(=O)c2ccccc2)cc1
(10) COc1cc(S(=O)(=O)N2CCOCC2)ccc1NC(=O)CSc1nnc(N)s1
Compound	1	2	3	4	5	6	7	8	9	10
PLAP inhibition	5%	14%	11%	-16%	-39%	-6%	-5%	1%	-20%	-2%
Bcl-B displacement	10%	-8%	-5%	-4%	-3%	0%	-6%	-6%	-1%	-9%
MRP reversal	-12	-25	20	5	-1	15	10	-1	-8	4
MRP reversal cytotoxicity	64	75	98	96	79	100	89	88	96	91
MRP reversal with doxorubicin	76	100	79	91	80	85	79	89	104	87
IL1B NFkB pot	25	1	3	-7	8	-9	-3	·	34	-6
IL1B NFkB pot cell count 2 µM	208	169	182	185	198	132	200	·	119	118
IL1B NFkB inh	-26	-1	-3	7	-8	9	3	·	-34	6
IL1B NFkB inh cell count 2 µM	208	169	182	185	198	132	200	·	119	118

(11) CC(C)(C)n1nnnc1C(c1cccc(C(F)(F)F)c1)N1CCOCC1 (stereo not given)
(12) Cc1cc(CC(C)C)n(-c2nc3ccccc3c(=O)n2OCc2ccccc2)n1
(13) CCOc1ccccc1N1CCN(Cc2ccc(Br)s2)CC1
(14) CC1CC(C)CN(CCCNC(=O)Cc2c(C(=O)O)[nH]c3ccccc23)C1 (stereo not given)
(15) O=C(O)CCNS(=O)(=O)c1ccc(Oc2ccccc2)cc1
(16) O=C(O)COc1ccccc1Cc1ccccc1
(17) CCC(C)n1cnc2c(=O)oc3ccccc3c21 (stereo not given)
(18) Cc1ccc(CCNS(=O)(=O)c2cnc[nH]2)cc1
(19) CCC(=O)Nc1ccc(C(=O)CSc2nc3ccccc3cc2CC)cc1
(20) Cc1ccsc1C1C(C(=O)O)c2ccccc2C(=O)N1C (stereo not given)
Compound	11	12	13	14	15	16	17	18	19	20
PLAP inhibition	-10%	-12%	-16%	-37%	4%	-6%	8%	5%	2%	5%
Bcl-B displacement	-7%	2%	-9%	6%	-5%	0%	-3%	-14%	6%	-6%
MRP reversal	·	-6	·	9	-3	-9	22	-7	·	·
MRP reversal cytotoxicity	·	70	·	103	93	97	93	101	·	·
MRP reversal with doxorubicin	·	76	·	94	96	107	71	107	·	·
IL1B NFkB pot	5	-19	-2	?	16	26	8	·	-6	23
IL1B NFkB pot cell count 2 µM	129	96	202	·	170	76	191	·	151	96
IL1B NFkB inh	-5	19	2	-42	-16	-26	-8	·	6	-23
IL1B NFkB inh cell count 2 µM	129	96	202	91	170	76	191	·	151	96

2 entries from above, bar-delimited:
No. | Structure | PLAP inhibition | Bcl-B displacement | MRP reversal | MRP reversal cytotoxicity | MRP reversal with doxorubicin | IL1B NFkB pot | IL1B NFkB pot cell count 2 µM | IL1B NFkB inh | IL1B NFkB inh cell count 2 µM
15 | O=C(O)CCNS(=O)(=O)c1ccc(Oc2ccccc2)cc1 | 4% | -5% | -3 | 93 | 96 | 16 | 170 | -16 | 170
16 | O=C(O)COc1ccccc1Cc1ccccc1 | -6% | 0% | -9 | 97 | 107 | 26 | 76 | -26 | 76

The list continues:
(21) COc1cccc(-c2nc(CS(=O)(=O)CC(=O)NCc3ccccc3)c(C)o2)c1
(22) CCc1c(C(=O)Nc2nnc(C3CC3)s2)csc1C
(23) N#CC1=C(N)Oc2cc(O)ccc2C1c1ccncc1 (stereo not given)
(24) Cc1cc(C)nc(N2CCCC(C(=O)NCCC3=CCCCC3)C2)n1 (stereo not given)
(25) O=C(Cn1nnc(-c2ccccc2)n1)Nc1ccc2c(c1)OCO2
(26) Cc1ccccc1CN1CCN(Cc2ccccc2C(F)(F)F)CC1
(27) Cc1onc(-c2c(F)cccc2Cl)c1C(=O)NCC1COc2ccccc2O1 (stereo not given)
(28) CCCCSc1nc(C)c(C(C)=O)cc1C#N
(29) CCC(=O)NC(C)C(c1cccs1)N1CCN(Cc2ccccc2)CC1 (stereo not given)
(30) COc1ccc(N2CCCn3c2nc2c3c(=O)n(CCc3ccccc3)c(=O)n2C)cc1
Compound	21	22	23	24	25	26	27	28	29	30
PLAP inhibition	-21%	8%	6%	3%	18%	45%	11%	3%	0%	-8%
Bcl-B displacement	0%	-4%	-39%	-6%	-2%	-5%	2%	-21%	-3%	1%
MRP reversal	9	10	-3	5	0	·	5	·	11	32
MRP reversal cytotoxicity	93	97	85	95	96	·	77	·	99	59
MRP reversal with doxorubicin	84	87	88	90	97	·	72	·	87	27
IL1B NFkB pot	·	32	-1	-18	0	6	-13	6	-9	·
IL1B NFkB pot cell count 2 µM	·	166	90	152	127	124	205	135	193	·
IL1B NFkB inh	·	-32	1	18	0	-6	13	-6	9	·
IL1B NFkB inh cell count 2 µM	·	166	90	152	127	124	205	135	193	·

(31) CC(C(=O)O)N1C(=O)CSC1=S (stereo not given)
(32) CC(C)C(NC(=O)OCc1ccccc1)C(=O)NCC(=O)OC(C)(C)C (stereo not given)
(33) CCNC(=S)NC1CC2CCCC(C1)N2Cc1ccco1 (stereo not given)
(34) CCSc1nc(C2CC2)cc(-c2cccs2)c1C#N
(35) N#C/C=C(/N)c1ccc(Br)cc1
(36) CCCN(CCO)Cc1cccc(Oc2ccccc2)c1
(37) CCCCCCn1c2c(c(=N)c3c1CCC3)CCC2
(38) Cc1cc(C)c2cc(C(c3nnnn3CC3CCCO3)N3CCN4CCCC4C3)c(=O)[nH]c2c1 (stereo not given)
(39) COc1ccc(NC(=O)C2CCCN2S(=O)(=O)c2ccc(F)cc2)cc1 (stereo not given)
(40) COc1cccc(N2C(=O)CC(N3CCc4ccccc43)C2=O)c1 (stereo not given)
Compound	31	32	33	34	35	36	37	38	39	40
PLAP inhibition	-12%	-1%	-21%	57%	-8%	-33%	24%	-35%	18%	-34%
Bcl-B displacement	-4%	2%	5%	-8%	-3%	0%	-12%	-11%	-4%	2%
MRP reversal	-2	4	·	-10	·	7	-10	15	8	2
MRP reversal cytotoxicity	103	94	·	70	·	103	26	87	86	86
MRP reversal with doxorubicin	105	91	·	80	·	96	36	72	78	84
IL1B NFkB pot	-6	8	8	27	-3	18	8	5	25	-3
IL1B NFkB pot cell count 2 µM	181	170	127	75	128	59	107	200	200	166
IL1B NFkB inh	6	-8	-8	-27	3	-18	-8	-5	-25	3
IL1B NFkB inh cell count 2 µM	181	170	127	75	128	59	107	200	200	166

(41) COc1ccc(N(CC(=O)Nc2ccccc2SC)S(C)(=O)=O)cc1OC
(42) O=C1c2ccncc2C(=O)N1Cc1cccc(Cl)c1
(43) CCCOC(=O)C1C2C=C[C@]3(CN(CCc4ccccc4)C(=O)[C@H]13)O2 (stereo not given in full)
(44) COc1ccccc1N1CCN(C(CNC(=O)c2ccc3c(c2)OCO3)c2cccnc2)CC1 (stereo not given)
(45) COc1cccc(NC(=O)CC2C(=O)NC3CCCCC3N2C(=O)c2ccc(F)cc2)c1 (stereo not given)
(46) COc1cccc(CNc2cnc3ccccc3c2)c1O
(47) CCOC(=O)c1c(C)[nH]c(C(=O)COC(=O)c2ccccn2)c1C
(48) O=C(c1ccccc1)c1nc[nH]c1C(=O)Nc1ccccc1
(49) CCOC(=O)C1C(c2cccs2)NC(=O)NC1(O)C(F)(F)F (stereo not given)
(50) CC(C)C(=O)Nc1nnc(Sc2ccc(N(C)C)cc2)s1
Compound	41	42	43	44	45	46	47	48	49	50
PLAP inhibition	-26%	-3%	-65%	-20%	-55%	·	7%	-11%	-3%	-4%
Bcl-B displacement	-9%	-10%	-19%	-6%	4%	·	-4%	6%	4%	-5%
MRP reversal	15	10	-12	0	24	10	0	-23	-14	-4
MRP reversal cytotoxicity	90	101	80	83	95	99	98	24	99	95
MRP reversal with doxorubicin	75	91	92	83	70	89	98	47	113	99
IL1B NFkB pot	3	2	6	·	3	1	2	-9	13	32
IL1B NFkB pot cell count 2 µM	96	169	111	·	137	117	183	146	191	181
IL1B NFkB inh	-3	-2	-6	·	-3	-1	-2	9	-13	-32
IL1B NFkB inh cell count 2 µM	96	169	111	·	137	117	183	146	191	181

(51) O=C(CN1C(=O)C2C3C=CC(C3)C2C1=O)Nc1cccc2c1CCCC2 (stereo not given)
(52) Cc1ccc(NC(=O)/C(=C/c2cccc([N+](=O)[O-])c2)NC(=O)C2CCCCC2)c(C)c1
(53) NC(=O)SC/C(=N\S(=O)(=O)c1ccccc1)Nc1ccccc1
(54) CCN(CC)S(=O)(=O)c1ccc(NC(=O)COc2c(OC)cccc2OC)cc1
(55) N#C/C(=C/c1ccc(N2CCOCC2)o1)c1ccc(Cl)cc1
(56) CCOC(=O)N1CCN(C(=O)CCSCCc2ccncc2)CC1
(57) COc1ccc(-c2csc(NC(=O)Cn3nc(C)cc3C)n2)cc1
(58) COC(=O)C1C(=O)CC(C)(O)C(C(=O)OC)C1/C=C/c1ccccc1 (stereo not given)
(59) Cc1cc(C)n(C(=O)c2ccc(Cn3nc(C)c(Br)c3C)o2)n1
(60) O=C(CN(Cc1ccco1)C(=O)c1ccccc1)Nc1ccc(Cl)c(Cl)c1
Compound	51	52	53	54	55	56	57	58	59	60
PLAP inhibition	-5%	-17%	9%	3%	-11%	-10%	-4%	-17%	·	18%
Bcl-B displacement	4%	-1%	-2%	3%	-113%	-2%	-15%	6%	·	-9%
MRP reversal	-6	-7	5	1	·	12	-5	6	0	·
MRP reversal cytotoxicity	96	27	93	77	·	99	100	90	93	·
MRP reversal with doxorubicin	102	34	88	76	·	86	105	84	93	·
IL1B NFkB pot	21	26	-6	-6	-2	-7	1	32	4	12
IL1B NFkB pot cell count 2 µM	132	63	180	150	169	91	92	154	119	152
IL1B NFkB inh	-21	-26	6	6	2	6	-1	-32	-4	-12
IL1B NFkB inh cell count 2 µM	132	63	180	150	169	91	92	154	119	152

(61) O=C1CCC(=O)N1CC(=O)N1c2ccccc2Sc2ccccc21
(62) Cc1ccc(CCNC(=O)C2CCCN(S(=O)(=O)c3c(C)noc3/C=C/N(C)C)C2)cc1 (stereo not given)
(63) O=C(COc1ccc(Cl)cc1Cl)NCCCn1ccnc1
(64) COc1ccc(CCNC(=O)C(=O)NCc2ccc(C)cc2)cc1OC
(65) CCc1nnc(NC(=O)C2CCN(S(=O)(=O)Cc3ccccc3)CC2)s1
Compound	61	62	63	64	65
PLAP inhibition	4%	-11%	-35%	7%	·
Bcl-B displacement	-9%	-18%	-5%	8%	·
MRP reversal	8	-3	-3	·	-3
MRP reversal cytotoxicity	89	92	95	·	91
MRP reversal with doxorubicin	81	94	98	·	95
IL1B NFkB pot	·	-9	-2	1	6
IL1B NFkB pot cell count 2 µM	·	161	114	103	148
IL1B NFkB inh	·	9	2	-1	-6
IL1B NFkB inh cell count 2 µM	·	161	114	103	148

Full records as entered above.
Entry for CCc1nnc(NC(=O)C2CCN(S(=O)(=O)Cc3ccccc3)CC2)s1 : PLAP inhibition = ·; Bcl-B displacement = ·; MRP reversal = -3; MRP reversal cytotoxicity = 91; MRP reversal with doxorubicin = 95; IL1B NFkB pot = 6; IL1B NFkB pot cell count 2 µM = 148; IL1B NFkB inh = -6; IL1B NFkB inh cell count 2 µM = 148
Entry for Cc1ccc(CCNC(=O)C2CCCN(S(=O)(=O)c3c(C)noc3/C=C/N(C)C)C2)cc1 (stereo not given) : PLAP inhibition = -11%; Bcl-B displacement = -18%; MRP reversal = -3; MRP reversal cytotoxicity = 92; MRP reversal with doxorubicin = 94; IL1B NFkB pot = -9; IL1B NFkB pot cell count 2 µM = 161; IL1B NFkB inh = 9; IL1B NFkB inh cell count 2 µM = 161

High-throughput results as filed in PubChem.
